High-throughput results from PubChem.
Mac1 fbg enh = enhancers of CD11b/CD18 adhesion to fibrinogen, primary screen, K562 cells, luminescence. Integrin beta-2 (Homo sapiens) + Integrin alpha-M (Homo sapiens), P05107+P11215. activation, % at 10 µM. actives 0.07% (n = 93,000). ATPlite luminescence;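 active means 10 µM primary screen giving 50% or more activity, confirmed by 40% or more on retest at that dose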; further: strong numbers were not always called active; reference of the scale not given here
Target sequence (P05107 whole entry, looked up, other chains not shown): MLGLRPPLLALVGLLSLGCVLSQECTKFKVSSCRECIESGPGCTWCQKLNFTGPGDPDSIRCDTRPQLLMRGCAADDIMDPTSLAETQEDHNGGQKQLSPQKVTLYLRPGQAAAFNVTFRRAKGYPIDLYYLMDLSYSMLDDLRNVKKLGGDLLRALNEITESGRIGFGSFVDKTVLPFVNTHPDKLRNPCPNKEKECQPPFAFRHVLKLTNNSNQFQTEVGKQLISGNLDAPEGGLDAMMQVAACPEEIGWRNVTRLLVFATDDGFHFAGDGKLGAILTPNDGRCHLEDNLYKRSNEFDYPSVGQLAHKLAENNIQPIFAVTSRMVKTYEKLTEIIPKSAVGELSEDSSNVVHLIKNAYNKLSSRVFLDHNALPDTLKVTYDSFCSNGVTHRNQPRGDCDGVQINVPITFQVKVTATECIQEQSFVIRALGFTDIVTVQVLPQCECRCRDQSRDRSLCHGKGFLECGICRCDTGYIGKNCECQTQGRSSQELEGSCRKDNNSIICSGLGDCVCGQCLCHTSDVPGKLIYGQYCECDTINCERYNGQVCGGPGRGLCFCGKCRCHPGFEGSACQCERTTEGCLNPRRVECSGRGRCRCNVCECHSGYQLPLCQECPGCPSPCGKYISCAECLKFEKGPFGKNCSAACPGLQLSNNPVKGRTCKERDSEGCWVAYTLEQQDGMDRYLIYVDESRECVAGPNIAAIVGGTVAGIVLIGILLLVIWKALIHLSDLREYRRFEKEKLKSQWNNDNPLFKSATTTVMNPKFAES
CD11b adhes inh = inhibitors of CD11b/CD18 adhesion to fibrinogen, primary screen, K562 cells, luminescence; ATPlite luminescence; Mn2+ added to activate the integrin; Integrin beta-2 (Homo sapiens) + Integrin alpha-M (Homo sapiens), P05107+P11215; actives 0.54% (n = 93,000); inhibition, % at 10 µM;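 active means primary inhibition of 50% or more at 10 µM, then 40% or more on retest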; further: some results filed as inactive read as strong as hits
The depositor's hits bear a star. A portion of the library; rates above refer to the full screens.

SMILES	Mac1 fbg enh	CD11b adhes inh
Cc1nc([N+](=O)[O-])cn1-c1ccc(N)cc1	2	-5
CC(N)c1ccc(Cl)cc1Cl (centres undefined)	-1	-5
O=C(NCC(c1cccs1)N1CCOCC1)c1cc([N+](=O)[O-])ccc1Cl (centres undefined)	4	16
Cc1cccc(NC(=O)Nc2ccc(C)cc2Br)c1	0	2
COc1ccc(NC(=S)N2CCN(C/C=C/c3ccccc3)CC2)cc1	-3	18
COc1ccccc1C(=O)NNC(=O)c1ccccc1F	-2	-37
CCCCCCCCNC(=O)/C(C#N)=C/c1ccccc1[N+](=O)[O-]	-9	77
O=C(c1cccc([N+](=O)[O-])c1)n1nc(-c2ccccc2)nc1NCc1ccccc1	1	1
COc1ccc(-c2n[nH]c(=S)n2/N=C/C=C\c2ccccc2OC)cc1	2	9
O=C(NCc1ccco1)c1ccc(Cl)c(S(=O)(=O)N2CCc3ccccc32)c1	-1	50
Cc1nn2c(nc(N3CCOCC3)c3ccccc32)c1C=C(C#N)C#N	26	-5
COc1cccc(NC(=O)CCSc2ccc3ccccc3n2)c1	3	29
COc1ccc(/C=N\NC(=O)COc2ccc(Cl)cc2Cl)c(C(=O)O)c1OC	-1	-6
O=C(CCSCc1ccc(Cl)cc1)NCCc1ccccc1	0	0
O=C(O)c1cc([N+](=O)[O-])c(N2CCCC2)c([N+](=O)[O-])c1	-2	-8
O=C(COC(=O)COc1ccccc1[N+](=O)[O-])Nc1cccc(Br)c1	-7	0
O=C(NN1C(=O)C2C3C=CC(O3)C2C1=O)c1cccc(O)c1 (centres undefined)	2	-2
Cc1cccc2cc(CN(Cc3cccs3)S(=O)(=O)c3ccc4c(c3)OCCO4)c(=O)[nH]c12	5	10
CC(C)[C@H](NC(=O)c1ccc(F)cc1)C(=O)OCC(=O)NC(=O)c1cccn1C	26	-23
O=C(N/N=C/c1ccc(O)cc1)c1cc[n+](Cc2ccccc2)cc1	5	-9
CC(C)c1nnc(NC(=O)CCC(=O)N2CCN(C3c4ccccc4-c4ccccc43)CC2)s1	2	15
CCCCCCCC(=O)N/N=C/c1ccc([N+](=O)[O-])o1	9	-8
O=C(CNc1ccc2ccccc2c1)N/N=C/C=C/c1cccc([N+](=O)[O-])c1	44	9
CCN(CC)c1ccc(/C=N/Nc2cccc(C)c2)c(O)c1	3	8

Among those listed so far, two have fluorine:
SMILES	Mac1 fbg enh	CD11b adhes inh
COc1ccccc1C(=O)NNC(=O)c1ccccc1F	-2	-37
CC(C)[C@H](NC(=O)c1ccc(F)cc1)C(=O)OCC(=O)NC(=O)c1cccn1C	26	-23

Going on with the list.
SMILES	Mac1 fbg enh	CD11b adhes inh
CCc1ccc(CN(C)CC(=O)Nc2ccccc2[N+](=O)[O-])cc1	1	8
CN(C)CCNc1oc(/C=C/c2ccccc2)nc1C#N	0	-3
Cc1cc(C)n(C(=O)c2ccc(C)c(F)c2F)n1	-2	-7
CCOc1ccc(-c2nc(CSCC(=O)NCc3ccco3)c(C)o2)cc1	3	-21
O=C(NC(=S)Nc1nc(-c2cccc3ccccc23)cs1)c1cc2ccccc2o1	78	-4
CN(C)c1nc(N(C)C)nc(N(C#N)CN2C(=O)c3ccccc3C2=O)n1	47	-3
CCN(CC)c1ccc(C(=O)N/N=C(\C)c2ccc(OC)c(OC)c2)cc1	7	8
Cc1cc(Cl)ccc1NC(=S)NCc1ccco1	4	-10
CC1(C)CC(CCN(Cc2ccccc2)C(=O)c2ccco2)(c2ccccc2)CCO1 (centres undefined)	4	8
CCOC(=S)SCC(=O)N1CCc2ccccc2C1C1C(=O)CCCC1=O (centres undefined)	5	-5
COc1ccc(-n2c(C)cc(C(=O)CN3C(=O)c4ccccc4C3=O)c2C)cc1	0	23
Cc1cc[n+](CC(=O)c2ccc3c(c2)OCCO3)cc1	5	4
CSc1nnc(C)c(=O)n1COC(=O)COc1ccccc1C	7	6
CC(=O)/C(=N\Nc1ccc(Cl)cc1Cl)Sc1nnc(-c2ccccc2)n1-c1ccccc1	4	4
O=C(Nc1ccccc1OC(F)F)c1oc2ccccc2c1COc1ccccc1	-4	8
CCCCN(C)C(=S)Nc1ccc(Oc2ccccc2)cc1	3	20
CCCCC(=O)Nc1ccc(C(=O)NNC(=O)CCCOc2ccc(Cl)cc2Cl)cc1	32	-29
COc1cc(C=O)ccc1OCc1cccc(Br)c1	-7	36
COc1ccc(Cc2nc3ccccc3n2CC(=O)N/N=C/c2ccc(O)cc2)cc1OC	-4	-9
O=C(N/N=C/c1cccc(OC(=O)N2CCOCC2)c1)c1cccs1	-2	18
COc1cccc(/C=N/NC(=O)CN2C(=O)NC3NC(=O)NC32)c1 (centres undefined)	3	0
COc1ccc(NC(=O)C(NC(=O)Cc2cccs2)c2ccc(C)cc2)cc1 (centres undefined)	28	-12
CC(C)NC(=S)N1CCN(S(C)(=O)=O)CC1	1	-5
O=C(NC1CCS(=O)(=O)C1)C1CCCN(S(=O)(=O)c2ccc(Cl)cc2)C1 (centres undefined)	-2	-1
COCCCn1c(=O)/c(=C\c2ccccc2OC(F)F)s/c1=C(/C#N)C(=O)NC(C)C	3	0
COC(=O)c1ccc(NC(=O)C(=O)N2CCN(C(=S)Nc3ccc(C)cc3)CC2)cc1	3	-9
CC(CCc1ccccc1)NC(=O)c1ccc(NC(=O)c2ccccc2)cc1 (centres undefined)	9	2
O=C(C1=NN[C@@H]2C(=O)N(c3ccccc3C(F)(F)F)C(=O)[C@H]12)C(c1ccccc1)c1ccccc1	1	14
Cc1ccc2nc(SC(C)C(=O)NC3CCCc4ccccc43)[nH]c2c1 (centres undefined)	-2	1
C=C(C)c1cccc(C(C)(C)NC(=O)Nc2ccc(C)cn2)c1	-1	36
Cc1cc(C)c(NC(=S)NC(=O)c2ccc(-c3ccccc3)cc2)c(C)c1	1	1
CC(C)=CCC/C(C)=C/C=N/NC(=O)c1ccc([N+](=O)[O-])cc1	10	0
Cc1ccc(NC(=O)Cn2nc(-c3ccccc3)nc2-c2ccccc2)c(C)c1	-1	37
CCCCOc1ccccc1NC(=O)Cn1c(-c2nonc2N)nc2ccccc21	8	14
COC(=O)c1c(NC(=O)CN2CCN(c3ccccc3Cl)CC2)sc(C)c1C	3	2
CCOC(=O)N1CCC(N(CCN(C)C)C(=S)Nc2cc(C)ccc2C)CC1	6	-2
COc1ccc(C2SCCN2C(=S)Nc2ccc(F)cc2)cc1 (centres undefined)	13	-6
CN(CCO)c1cc(N2CCN(C(=O)c3ccco3)CC2)c2nonc2c1[N+](=O)[O-]	3	-3
CCC(C)NC(C(=O)Nc1ccc(Cl)c([N+](=O)[O-])c1)c1ccccc1 (centres undefined)	5	7
Cc1ccc(-n2c(SCC(=O)Nc3cccc(C)c3)nc3c(oc4ccccc43)c2=O)cc1	23	-7
Cc1ccccc1OCCNC(=O)CSc1ccc(C(F)(F)F)cc1[N+](=O)[O-]	8	14
COc1ccccc1NC(=S)NC(NC(=O)c1ccco1)C(Cl)(Cl)Cl (centres undefined)	2	3
NC(=O)c1cc(-c2ccccc2)sc1NC(=O)CN1CCCCC1	0	-6
Cc1nc(NCCc2ccccc2)c(C#N)c(C)c1[N+](=O)[O-]	8	10
Cc1ccc(NC(=O)COC(=O)CCc2c[nH]c3ccccc23)cc1[N+](=O)[O-]	0	38
Cc1ccc(NC(=O)CSc2nc3ccccc3c(=O)n2Cc2cccs2)cc1	0	-13
CCC1(C)C(Nc2c(C)cccc2C)=NC(=S)N1c1ccc(NC(C)=O)cc1 (centres undefined)	-1	6
S=c1[nH]nc(-c2ccc3c(c2)OCO3)n1-c1ccccc1	-3	-9

In the list so far, these contain a CF3 group.
SMILES	Mac1 fbg enh	CD11b adhes inh
O=C(C1=NN[C@@H]2C(=O)N(c3ccccc3C(F)(F)F)C(=O)[C@H]12)C(c1ccccc1)c1ccccc1	1	14
Cc1ccccc1OCCNC(=O)CSc1ccc(C(F)(F)F)cc1[N+](=O)[O-]	8	14

Further results.
SMILES	Mac1 fbg enh	CD11b adhes inh
O=C(CNC(=O)Cc1ccccc1)NCC(=O)OCC(=O)c1ccc(Cl)cc1	-1	2
Cc1c(NC(=O)COC(=O)c2ccc[nH]c2=O)c(=O)n(-c2ccccc2)n1C	-4	-10
O=C(CC1C(=O)N(c2ccccc2)C(=S)N1c1ccccc1)c1ccc(Br)cc1 (centres undefined)	3	-3
O=C(Cc1ccc(-c2ccccc2)cc1)NC(c1ccccc1)c1ccccc1	0	-18
Cc1ccc(C(=O)Nc2ccccc2C(=O)NCc2ccccc2)cc1	11	5
O=C(CSc1nc2ccccc2o1)Nc1nc(-c2ccccc2)c(-c2ccccc2)s1	9	17
CCOc1ccccc1NC(=O)COC(=O)c1cccc(-c2ccc(OC(C)=O)cc2)c1	1	20
CCCOC(=O)c1c(NC(=O)c2cnn3c2NC(c2ccccc2)CC3C(F)(F)F)sc2c1CCCC2 (centres undefined)	63	-9
COc1ccc(NC(=O)CCC(=O)OCC(=O)c2ccc(Oc3ccc([N+](=O)[O-])cc3)cc2)cc1	78	-12
COc1ccc(-c2[nH]ncc2-c2ccc3c(c2)OCCO3)c(O)c1	-3	1
Nc1ccccc1Nc1cc(-c2ccccc2)nn1-c1ccccc1	-1	6
Cc1ccc(NC(=O)c2ccc(OC(=O)COc3ccc(Cl)cc3C)cc2)cc1	83	-24

Five entries picked at random from the list so far, as already listed:
SMILES	Mac1 fbg enh	CD11b adhes inh
COc1ccc(NC(=O)CCC(=O)OCC(=O)c2ccc(Oc3ccc([N+](=O)[O-])cc3)cc2)cc1	78	-12
O=C(CSc1nc2ccccc2o1)Nc1nc(-c2ccccc2)c(-c2ccccc2)s1	9	17
CCOc1ccccc1NC(=O)COC(=O)c1cccc(-c2ccc(OC(C)=O)cc2)c1	1	20
COc1ccc(-c2[nH]ncc2-c2ccc3c(c2)OCCO3)c(O)c1	-3	1
Nc1ccccc1Nc1cc(-c2ccccc2)nn1-c1ccccc1	-1	6

The list continues.
SMILES	Mac1 fbg enh	CD11b adhes inh
COc1cc(C(O)P(=O)(OC(C)C)OC(C)C)cc(OC)c1OC (centres undefined)	-2	-1
C=CCNC(=S)NNC(=O)COc1c(Cl)cc(Cl)cc1Cl	0	-7
NS(=O)(=O)c1ccc(N/N=C/c2cn(-c3ccccc3)nc2-c2cccs2)cc1	1	11
COc1ccc2c(c1OC)C(=O)OC2Nc1nc(-c2cc3cc([N+](=O)[O-])ccc3oc2=O)cs1 (centres undefined)	-3	-12
COCCn1c(SCC(=O)Nc2ccccc2C)nc2c(oc3ccccc32)c1=O	16	14
O=C(CCl)Nc1cccc2ncccc12	-1	-8
C=CCNc1nc(Cl)nc(Nc2ccc(OCC)cc2)n1	39	-12
O=C(Nc1ccc(Cl)c(Cl)c1)Nc1cc(C(=O)NC2CC2)ccc1Cl	-1	-4
Cc1ccc(Nc2nnc(SCC(=O)Nc3cccc(S(=O)(=O)N4CCCCC4)c3)s2)cc1	16	58
Cc1noc(C)c1S(=O)(=O)N1CCC(C(=O)N2CCN(Cc3ccc4c(c3)OCO4)CC2)CC1	-1	23
Clc1ccc(CN2CCC(Cc3ccccc3)CC2)cc1	14	3
CC(CN(C)Cc1ccccc1)OC(=O)c1ccc(F)cc1 (centres undefined)	4	-14

Taken from above.
`C=CCNC(=S)NNC(=O)COc1c(Cl)cc(Cl)cc1Cl` – CD11b adhes inh = -7
`COc1ccc2c(c1OC)C(=O)OC2Nc1nc(-c2cc3cc([N+](=O)[O-])ccc3oc2=O)cs1` (centres undefined) – Mac1 fbg enh = -3
`CC(CN(C)Cc1ccccc1)OC(=O)c1ccc(F)cc1` (centres undefined) – Mac1 fbg enh = 4
